Compound activity: PubChem, National Center for Advancing Translational Sciences (NCATS)
D3 antag – blocks the human D3 dopamine receptor; P35462; D3R cells, DiscoveRx beta-arrestin luminescence, antagonist mode; active compounds read low; max response, negative = inhibition, %; 360,000 compounds, 2.5% hits; in the data active = max response below about -50%; inconclusive = no clear call, values can overlap the other calls; also: % is scaled to controls: 0 for no effect and ±100 for the full control effect; mostly tested at two doses, the higher about 12 µM
Target sequence (P35462 whole entry, looked up): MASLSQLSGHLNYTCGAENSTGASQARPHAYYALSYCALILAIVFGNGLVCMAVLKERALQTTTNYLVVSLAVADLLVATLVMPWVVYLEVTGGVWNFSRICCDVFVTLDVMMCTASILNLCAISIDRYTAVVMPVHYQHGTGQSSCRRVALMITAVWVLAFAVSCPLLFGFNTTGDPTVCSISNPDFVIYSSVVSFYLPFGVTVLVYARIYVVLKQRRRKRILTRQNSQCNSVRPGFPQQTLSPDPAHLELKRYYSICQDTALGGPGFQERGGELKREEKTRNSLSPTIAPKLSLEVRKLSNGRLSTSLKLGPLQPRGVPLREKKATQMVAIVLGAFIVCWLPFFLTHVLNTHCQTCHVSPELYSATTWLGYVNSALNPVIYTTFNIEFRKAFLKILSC
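Cells expressing the human receptor were seeded at 1500 cells/well, incubated overnight at 37 degrees C in 5% CO2, then exposed to library compounds with dopamine controls for 90 minutes at 37 degrees C before luminescent detection.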
Abeta yeast res – restores growth of yeast expressing A-beta42 peptide. yeast expressing A-beta42, growth rescue, OD600, 48 h; response scale: 0% DMSO, 100% iron-clioquinol control. Potency, µM (top dose mostly 46.1 µM), for the others: at the highest dose growth rescue, hits mostly activators. 410,000 compounds, 0.063% hits; also: potency is read from the fitted curve at half-maximal effect; nearly all actives have a fitted effect of over 55% in size
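Yeast A-beta toxicity model in growth medium with pinned compounds, 48 h at 30 C; growth read as absorbance at 600 nm. Normalized to FeCl3/clioquinol equimolar mix (positive) and DMSO (negative).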
EPAC2 antagonist – antagonists of human EPAC2 | Q8WZA2 | EPAC2 GEF exchange of Rap1B-BODIPY-GDP, fluorescence | Potency, µM (doses to about 114 µM), inactives show top-dose activity, negative = inhibition, hits mostly inhibitors | 360,000 compounds, 0.18% hits; also: potency is read from the fitted curve at half-maximal effect; % is scaled to controls: 0 for no effect and ±100 for the full control effect; nearly all actives have a fitted effect of over 45% in size; many of its hits are not listed in these tables
EPAC2 agonist – activates human EPAC2 exchange factor | AID 720711 | 360,000 compounds, 0.079% hits | EPAC2 activation, biochemical qHTS; response scale: 100% = 6.5 mM cAMP response | Potency, µM (series often up to 154 µM), inactives show at the top dose activation, most hits filed as activators; also: potency is read from the fitted curve at half-maximal effect; nearly all actives have a fitted effect of over 50% in size
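Setup: EPAC2 100 nM, labeled Rap1B complex 250 nM, free GDP 50 uM. Compound titrations pinned in, brief spin, 5 min room temperature incubation. Kinetic fluorescence read over 30 min, normalized to 6.5 mM cAMP.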
aSyn yeast inh – rescues yeast growth from alpha-synuclein toxicity; Yeast expressing alpha-synuclein, growth rescue, BacTiter-Glo, 24 h; Potency, µM (highest dose often 46.1 µM), for inactives: at the highest dose growth rescue (activation), most hits filed as activators; 370,000 compounds, 0.14% hits; AID 652106; also: potency is read from the fitted curve at half-maximal effect; % of control where 0% means no effect; nearly all actives have a fitted effect of over 65% in size
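Rescue of yeast growth: cells expressing toxic alpha-synuclein, induced in galactose at OD600 0.02, incubated with compound 24 h at 30 C. ATP luminescence quantified growth; inhibitors of toxicity appear as activators.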
TDP-43 yeast inh – inhibitors of TDP-43 toxicity in yeast. 410,000 compounds, 1.8% hits. Potency, µM (top dose mostly 46.1 µM), for the others: at the top dose growth rescue (activation), hits mostly activators. TDP-43 expressing yeast growth rescue, BacTiter-Glo, 24 h; also: potency is read from the fitted curve at half-maximal effect; % of control where 0% means no effect; nearly all actives have a fitted effect of over 50% in size
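Cell-based yeast growth screen: TDP-43 expression induced in galactose, inoculum OD600=0.02 after raffinose pregrowth to mid-log. Read-out BacTiter-Glo luminescence at 24 hr, 30 deg C; inhibition of toxicity seen as signal increase.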
DRD3 agonist – agonists of human D3 dopamine receptor; AID 652048; max activation, %; P35462; 410,000 compounds, 0.58% hits; D3R DiscoveRx beta-arrestin cells, luminescence, 90 min; in the data active = max activation above about 30%; also: 0% is about no effect; mostly tested at two doses, the higher about 12 µM
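Cells at 1500/well, incubated overnight, then treated with pinned compounds (dopamine as control) for 90 min at 37 degrees C. DiscoveRx reagent added for 30 - 60 minutes at room temperature; luminescence read.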
FUS suppressor – FUS proteinopathy suppression in yeast. S. cerevisiae FUS-expressing, growth rescue, OD600, 24 h. Potency, µM (series often up to 76.6 µM), inactives show at the highest dose growth rescue (activation), actives largely listed as activators. 390,000 compounds, 0.24% hits;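 also: potency is read from the fitted curve at half-maximal effect; plate controls were DMSO vehicle for no effect and reference control for full effect; nearly all actives have a fitted effect of over 55% in size; some results filed as inactive show a strong effect at the top dose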
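Yeast expressing FUS under galactose induction, OD 0.005 in 2% galactose medium; compounds in a dilution series, 24 h at 30C. Growth rescue by absorbance at 600 nm; CP55940 positive control, DMSO negative.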
* = called active by the depositor; ? = inconclusive; / = not tested or not shown; [ ] = another dose, or the depositor's remark. Unless noted, calls follow the shape of the dose curve; as a rule, active = well fitted curve in the direction sought with a large enough effect; inconclusive = small, poorly fitted or top-dose-only effect, or another doubt; inactive = no such curve, though single readings can be large; an effect the other way counts as inactive or inconclusive.

nr | smiles | D3 antag | Abeta yeast res | EPAC2 antagonist | EPAC2 agonist | aSyn yeast inh | TDP-43 yeast inh | DRD3 agonist | FUS suppressor
1 | CN(C(=O)c1cccc(NC(=O)Cc2ccc(NC(=O)C3CCCN(C(=O)C4CCCCC4)C3)cc2)c1)C1CCC1 (stereo unspecified) | -23 | -3% | 3% | 5% | -3% | 8% | 0 | 45%
2 | CCOc1ccccc1C1CC(=O)NC(SCC(=O)Nc2nccs2)=C1C#N (stereo unspecified) | 0 | 24% | -4% | 15% | -1% | ? | -7 | 23%
3 | CCCCN(CC)CCNC(=O)CCC(=O)Nc1ccc2nc(N3CCN(C)CC3)cc(C)c2c1 | -57* | 11% | 5% | 4% | -6% | -6% | 1 | -7%
4 | CN(C)C(CNC(=O)CSC(=S)N1CCCC1)c1ccccc1 (stereo unspecified) | 4 | 11% | 16% | 0% | 7% | 19% | -3 | /
5 | CCOc1ccccc1NC(=O)C1CCCN(S(=O)(=O)c2ccc(-n3cnnn3)cc2)C1 (stereo unspecified) | 6 | 26% | 0% | -2% | 2% | 24% | 18 | -4%
6 | Brc1ccc(C2=Nc3ccccc3C(c3ccncc3)=NN2)cc1 | 16 | 8% | 7% | 3% | 10% | 4% | 0 | -5%
7 | Cc1nn(C)cc1S(=O)(=O)Nc1ncccn1 | 4 | 8% | 0% | -3% | 7% | -8% | -4 | -9%
8 | COc1ccc([C@H]2C(C#N)=C([S-])N[C@](C)(O)[C@@H]2[n+]2ccccc2)cc1 | -15 | 1% | 12% | 7% | 2% | 5% | -2 | 31%
9 | NNC(=O)c1ccc(COCC(F)(F)C(F)F)cc1 | 6 | -2% | 1% | 8% | -2% | -5% | 2 | 10%
10 | Nc1c(C(=O)Nc2ccccc2)c2nc3ccccc3nc2n1-c1ccc(O)cc1 | 10 | 5% | -4% | 2% | -19% | -9% | 1 | 34%
11 | COc1cccc(CNS(=O)(=O)c2c(C)nc3sccn3c2=O)c1 | -13 | -7% | 18% | 0% | -1% | -2% | -2 | -31%
12 | CCOc1ccc2c(c1)c(=O)c(S(=O)(=O)c1ccccc1)cn2CC(=O)Nc1ccccc1OC | / | -7% | / | / | / | 4% | -2 | -6%
13 | C=C1C(=O)CC2=C1[C@](Cc1ccc(F)cc1)(C(=O)OC)N(C(=O)c1ccccc1)C2 | 16 | 3% | 1% | 6% | -1% | 10% | -5 | 14%
14 | O=C1CCC(C(=O)N2CCN(c3ccccc3)CC2)CN1Cc1ccc(Cl)cc1 (stereo unspecified) | 9 | 8% | 9% | -5% | 4% | 23% | 1 | 14%
15 | CCN(CC)c1ccc2cc(C=O)c(=O)oc2c1 | -55* | -9% | 18% | 100µM* | ? | 11% | -5 | -2%
16 | COc1ccc(C(=O)Cn2c(=O)c(CCC(=O)O)nn3c4ccccc4nc23)cc1OC | 1 | -12% | 6% | 3% | 1% | -1% | -6 | ?
17 | Cc1cc(C=C2C(=O)c3ccccc3C2=O)c(C)n1-c1cccc(C(=O)O)c1 | 20 | -71%[inhibitor] | ? | -1% | -32%[inhibitor] | -23% | 2 | 33%
18 | C=C1C(=O)O[C@H]2[C@H]1[C@@H](O)CC(=C)[C@@H]1CC(=O)[C@@H](C)[C@H]21 | ? | -6% | 2% | 15% | -6% | 0% | -16 | 16%
19 | O=S(=O)(c1c(Cl)sc(Cl)c1Br)N1CCCC1 | 24 | -8% | -13% | 6% | 10% | 11µM* | 8 | -4%
20 | O=C(COc1ccccc1Cl)NCCC1=CCCCC1 | 3 | -12% | -17% | -11% | 0% | 27% | -2 | /
21 | CCNC(=O)C(=O)Nc1ccc2c(c1)N(S(=O)(=O)c1cccs1)CCC2 | 9 | -17% | -2% | 1% | 0% | ? | 4 | 22%
22 | COc1ccc2[nH]cc(CCNC(=O)Cc3c(F)cccc3Cl)c2c1 | -9 | 7% | -12% | 6% | -1% | 5% | -9 | 24%
23 | CS(=O)(=O)Nc1cccc(C2=NN(C(=O)c3ccco3)C(c3cccs3)C2)c1 (stereo unspecified) | 28 | 3% | -5% | -3% | 3% | -1% | 10 | /
24 | COc1cccc2cc(C(=O)NC3CC(C)(C)NC(C)(C)C3)c(=O)oc12 | 14 | -4% | 13% | -5% | -1% | -3% | 2 | 6%
25 | CCOC(=O)c1c(NC(=O)COC(=O)C2CC2C)sc(C)c1C (stereo unspecified) | 12 | 11% | -19% | 0% | 4% | ? | 4 | 15%

New compounds follow:
nr | smiles | D3 antag | Abeta yeast res | EPAC2 antagonist | EPAC2 agonist | aSyn yeast inh | TDP-43 yeast inh | DRD3 agonist | FUS suppressor
26 | CCCS(=O)(=O)N1CCC(C(=O)NCC2CCCO2)CC1 (stereo unspecified) | ? | 6% | -1% | 0% | -6% | -10% | 4 | 5%
27 | Cc1cccc(-c2nc3cc(NC(=O)c4ccc(OCC(C)C)cc4)ccc3o2)c1 | / | -7% | / | / | / | 18% | 6 | -5%
28 | O=C(CN1C(=O)NC2(CCCCCCC2)C1=O)NCc1ccccc1Cl | 11 | -14% | -8% | -2% | 2% | 1% | -1 | -9%
29 | CCc1cccc(NC(=O)Nc2ccc3c(c2)OCO3)c1 | 3 | -5% | -7% | 1% | 0% | -7%[0.397 µM] | -9 | 13%
30 | O=C(COc1coc(CN2CCN(c3cccc(Cl)c3)CC2)cc1=O)NC1CCCC1 | 3 | 11% | 0% | 3% | -8% | 16% | -12 | 7%
31 | Cc1cccc(S(=O)(=O)NNC(=O)c2sc(C)nc2C)c1 | 14 | -13% | 16% | 3% | 0% | -20% | 13 | 9%
32 | COc1cc2c(C)nc3c(c(C)nn3-c3ccccc3)c2cc1OC | 10 | 3% | 5% | -12% | 1% | 16% | 14 | -7%
33 | COc1ccc(CCNC(=O)c2c(C)nn(-c3ccc(F)cc3)c2-n2cccc2)cc1OC | / | -7% | / | / | ? | 20% | 5 | 0%
34 | Cc1ccc(S(=O)(=O)N(C)c2ccc(OCC(=O)OCc3ccc(C#N)cc3)cc2)cc1 | 14 | 9% | -5% | 0% | 1% | -3% | 4 | /
35 | CCOc1ccc(C(=O)NCC(=O)NCC(c2ccccc2OC)N2CCCC2)cc1 (stereo unspecified) | -17 | 0% | 0% | 16% | -2% | 0% | -26 | -1%
36 | CC(C)OCCCNC(=O)Cc1ccc(F)cc1 | 7 | 2% | 4% | -3% | -4% | -8% | 2 | -15%
37 | CCN(CC(=O)NC(C)(C)C)C(=O)c1ccc(Br)cc1 | -5 | -15% | 19% | 1% | -3% | -22% | -5 | 3%
38 | Cc1ccc(Cl)c(NC(=O)CCl)c1Cl | 14 | 0% | 2% | -3% | -1% | -6%[0.397 µM] | -4 | 19%
39 | Cc1ccc([N+](=O)[O-])cc1S(=O)(=O)NCCc1c(C)[nH]c2ccccc12 | -5 | -1% | 7% | 3% | 6% | -12% | 1 | ?
40 | CC12CN3CCN(CC(C3)/C1=N/NC(=O)Nc1ccccc1)C2 | -7 | 1% | 8% | 2% | -10% | -6% | 2 | 14%
41 | CCOC(=O)c1c[nH]c2nc(C)ccc2c1=O | 11 | -7% | 12% | 9% | 13% | 7% | 2 | -8%
42 | COc1cc(S(=O)(=O)NCC2COCCO2)ccc1-n1cnnn1 (stereo unspecified) | 23 | 0% | -1% | -4% | -6% | -16% | 1 | -15%
43 | COc1ccc(C(=O)/C=C/c2ccc(C)cc2)c(OC(=O)c2ccc([N+](=O)[O-])cc2)c1 | 9 | -2% | 0% | -2% | 0% | 18% | -1 | -3%
44 | CC(=O)c1ccc(Sc2ccccc2)cc1 | 0 | 7% | -1%[57.1 µM] | 5% | 5% | ? | -1 | 7%
45 | COc1ccc(-c2[nH]ncc2-c2cscn2)c(O)c1 | -28 | 5% | -1% | 2% | -4% | -19% | -2 | 20%
46 | Cc1c(C(=O)OCC(=O)NCCN2C(=O)CSC2=O)cccc1[N+](=O)[O-] | 4 | 8% | 8% | 3% | 3%[1.84 µM] | 6% | 10 | 3%
47 | O=C(CSc1cccc[n+]1[O-])Nc1ccc([N+](=O)[O-])cc1Cl | 6 | -4% | 20% | 13% | 0% | -14% | 0 | 20%
48 | CC(C)(C)c1[nH]c2ccccc2c1/C=N/O | -9 | -14% | 2% | -18% | -2% | -8% | -11 | -23%
49 | COCc1nnc(NC(=O)c2ccco2)s1 | 23 | 4% | 13% | 2% | -20% | 2% | 0 | 8%
50 | CC(C)(C)OC(=O)N(CCc1ccccc1)Cc1cccc(OCc2cccc(NC(=O)C3CCC3)c2)c1 | 11 | -6% | -7% | 9% | 0% | 14% | 17 | 23%

Additional records follow.
nr | smiles | D3 antag | Abeta yeast res | EPAC2 antagonist | EPAC2 agonist | aSyn yeast inh | TDP-43 yeast inh | DRD3 agonist | FUS suppressor
51 | COc1cccc(COC(=O)CCNC(=O)c2ccc(Br)cc2)c1OC | 4 | 6% | -1% | 7% | 1% | 5% | 5 | 11%
52 | Cc1ccc(-c2ccnc3c(Br)c(C)nn23)cc1 | 1 | -15% | -7% | 5% | ? | 17% | 4 | -15%
53 | COc1ccc(CCNC(=O)CCC2COc3ccccc3O2)cc1OC (stereo unspecified) | 12 | -15% | -2% | 12% | 10% | -15% | -18 | 26%
54 | Cc1cc(S(=O)(=O)NCCCN2CCOCC2)ccc1F | -29 | 23% | 11% | -6% | 2% | -6% | -9 | -22%
55 | O=C(Nc1ccc(C(=O)N2CCCC2)cc1)C1CCC1 | 48 | -7% | 10% | 7% | -1% | 8% | 11 | -26%
56 | O=C(CN1C(=O)C2CC=CCC2C1=O)N1CCN(S(=O)(=O)c2ccccc2)CC1 (stereo unspecified) | 29 | 3% | 9% | 0% | 0% | 9% | 2 | -18%
57 | CC(C)CNC(=O)C1CCCN(C(=O)NCc2ccccc2)C1 (stereo unspecified) | -7 | -8% | -3% | 5% | 0% | -10% | -7 | -3%
58 | O=C(Nc1nccs1)c1ccc(COc2ccc(F)cc2)o1 | 19 | 0% | -4% | 10% | -3% | -13% | -8 | ?
59 | COc1ccc(-n2nnnc2SC(C)C(N)=O)cc1 (stereo unspecified) | 7 | -3% | 6% | 1% | -1% | -7% | 4 | -11%
60 | Cc1ccc(C2C(C#N)=C(N)Oc3n[nH]c(-c4ccccc4)c32)o1 (stereo unspecified) | -9 | -6% | -2% | 1% | 6% | -9% | -3 | ?
61 | CNC(=O)C(=O)Nc1c(C)cc(C)cc1C | 10 | 3% | 6% | -5% | -7% | -4% | 4 | /

Some of the compounds tested; rates above refer to the full screens.
